# MK inhibit: blocks S. pneumoniae mevalonate kinase; purified MK, PK/LDH-coupled NADH absorbance 340 nm; inhibition, % at 10 µM; 0.48% of 65,000 active; AID 555;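 active means ranked among the strongest by inhibition in the single 10 µM screen, a fixed top-ranked set picked for dose follow-up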; further: no value below 0 was filed
# HPDE-C7 cytotoxicity: cytotoxicity in HPDE-C7 cells, cell-based, fluorescence, HTS (AID 430); HPDE-C7 pancreatic duct cells viability, fluorescence; higher % means a stronger effect; cytotoxicity, % at 10 µM, or EC50 in µM where a hit was titrated; 1.8% of 63,000 active;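 further: cells exposed to compound for 48 hours before viability readout; 0% = vehicle and 100% = reference cytotoxic drug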
# Spn DPM-DC inh: blocks S. pneumoniae diphosphomevalonate decarboxylase; purified DPM-DC, PK/LDH coupled NADH fluorescence; calls only at 10 µM; 0.49% of 65,000 active; AID 556;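 active means the 320 compounds with the highest percent inhibition in the single-dose primary screen, excluding strongly autofluorescent ones, cut at about 32% in these data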;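 further: kinetic rate of NADH fluorescence loss reporting ADP formed by the decarboxylase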
# Bfl-1 inhibitors: Bfl-1 inhibitors, primary screen, biochemical, fluorescence polarization, FITC-Bid, mouse (AID 432) | FITC-Bid BH3 peptide fluorescence polarization displacement; higher % means a stronger effect | displacement, % at 20 µM; hits with a dose series show IC50 in µM | 0.02% of 64,000 active; in the data active means a potency from the dose series; inactive means the rest, 99 in 100 with displacement below about 15%; further: strong numbers were not always called active
# KRASV12 cytotoxicity: viability loss of HPDE-C7K cells – cell-based, fluorescence, HTS, primary screen (AID 431); HPDE-C7K KRASV12 cells, Alamar Blue viability, 48 h; higher % means a stronger effect; cytotoxicity, % at 10 µM, or EC50 in µM where a hit was titrated; 1.7% of 63,000 active;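 active means compounds whose percent cytotoxicity in the single-dose primary screen, scaled between solvent and toxic-drug controls, exceeds 50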;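 further: 0% = DMSO solvent wells and 100% = doxorubicin-treated wells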
# Alkaline phosphatase: inhibition of tissue-nonspecific alkaline phosphatase – biochemical, luminescent (AID 518); purified TNAP enzyme, luminescent substrate readout; higher % means a stronger effect; inhibition, % at 20 µM; hits with a dose series show IC50 in µM; 0.09% of 64,000 active; in the data active means a potency from the dose series; inactive means the rest, 99 in 100 with inhibition below about 22%;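 further: plate controls were vehicle for no effect and reference inhibitor for full effect; many of its hits are not listed in these tables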
# HT1080 cytotoxicity: HT1080 cell viability loss – fluorescence readout (AID 620); one-dose cytotoxicity, % at 10 µM; EC50 in µM for titrated hits; 0.42% of 87,000 active; HT1080 viability, fluorescence; higher % means a stronger effect;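 further: cells exposed to compound overnight then 4 h with Alamar Blue; 0% = vehicle DMSO and 100% = killing control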
# Spn PMK inh: S. pneumoniae PMK inhibition; 0.49% of 65,000 active; inhibition, % at 10 µM; purified PMK, PK/LDH-coupled NADH absorbance 340 nm;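 active means top-ranked compounds by inhibition in the single 10 µM screen, taking a fixed number of the strongest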;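 further: 0% = full reaction with DMSO carrier and 100% = background rate without enzyme reaction; no value below 0 was filed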
# LYP inhibition: inhibition of human PTPN22 tyrosine phosphatase – biochemical, DiFMUP fluorescence, recombinant catalytic domain, 10 µM, primary screen (AID 606); recombinant LYP catalytic domain, DiFMUP fluorescence; higher % means a stronger effect; inhibition, % at 10 µM; hits with a dose series show IC50 in µM; 52,000 tested, under 10 active;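 active means IC50 under 40 µM in the dose-response test; inactive means IC50 of 40 µM or more, or never dose-tested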
# Spn PMK inh pilot replicates: recorded beside Spn PMK inh, whose call it bears; inhibition, %; measured here: pilot screen replicates
# MK inhibit pilot replicates: also measured in MK inhibit; calls as there; inhibition, %; measured here: pilot screen replicates
# Spn DPM-DC inh pilot screen %: recorded beside Spn DPM-DC inh, whose call it bears; inhibition, %; measured here: pilot screen trials
# An asterisk follows results filed as active; i = inactive; · = not tested or not shown. Unless noted, no stated cut-off is given here; in the data, active means cytotoxicity above about 50%; inactive means the rest. The order is random (roughly 3.4% active in at least one column).
# A first look, two compounds:
SMILES,MK inhibit,HPDE-C7 cytotoxicity,Spn DPM-DC inh,Bfl-1 inhibitors,KRASV12 cytotoxicity,Alkaline phosphatase,HT1080 cytotoxicity,Spn PMK inh,LYP inhibition,others
CCN1CCN(Cc2nc3c(c(=O)n(C)c(=O)n3C)n2CCCc2ccccc2)CC1,12.0,-1.1%,i,3.2%,7.1%,6.4%,9.3%,0.0,·,
COc1ccc(-c2cc(C(F)(F)F)n3nc(C(=O)O)nc3n2)cc1,9.0,-4.9%,i,6.5%,-14.4%,9.5%,-4.1%,16.0,2.1%,

# All compounds of this part, repeating the preview:
SMILES,MK inhibit,HPDE-C7 cytotoxicity,Spn DPM-DC inh,Bfl-1 inhibitors,KRASV12 cytotoxicity,Alkaline phosphatase,HT1080 cytotoxicity,Spn PMK inh,LYP inhibition,others
CCN1CCN(Cc2nc3c(c(=O)n(C)c(=O)n3C)n2CCCc2ccccc2)CC1,12.0,-1.1%,i,3.2%,7.1%,6.4%,9.3%,0.0,·,
COc1ccc(-c2cc(C(F)(F)F)n3nc(C(=O)O)nc3n2)cc1,9.0,-4.9%,i,6.5%,-14.4%,9.5%,-4.1%,16.0,2.1%,
O=C(CC1Nc2ccccc2NC1=O)NCC1COc2ccccc2O1 (stereo not drawn),0.0,-11.5%,i,2.7%,-17.1%,-1.5%,-4.0%,12.0,9.6%,
CC(Sc1nnnn1-c1ccccc1)C(=O)Nc1ccc(Cl)cn1 (stereo not drawn),0.0,-25.8%,i,16.2%,-18.4%,10.7%,-10.3%,15.0,-1.2%,Spn PMK inh pilot replicates=0.5;MK inhibit pilot replicates=1.5;Spn DPM-DC inh pilot screen %=5.0
Cc1cccc(N2CCN(C(=O)CCCOc3ccccc3)CC2)c1C,8.0,-1.9%,i,0.5%,6.6%,8.6%,-5.3%,0.0,6.2%,
Clc1ccc(Cn2ncc3c(N4CCOCC4)ncnc32)cc1,5.0,-4.6%,i,-6.7%,-24.2%,-3.6%,9.5%,6.0,1.1%,
NC(=O)Cn1cnc(-c2ccccc2)c1,8.0,-11.7%,i,-2.9%,-10.6%,3.1%,-1.8%,1.0,5.9%,
CCOC(=O)CNC(=O)CSc1nc2cccnc2n1C1CCCCC1,13.0,6.0%,i,-8.1%,-6.4%,16.2%,2.4%,16.0,·,
COc1cc(C(=O)N2CCC(NC(=O)C(Cc3ccccc3C)NC(C)=O)CC2)cc(OC)c1OC (stereo not drawn),6.0,5.3%,i,-1.4%,-6.1%,18.6%,18.7%,12.0,12.2%,
Fc1ccccc1CSc1nc2ncccc2[nH]1,0.0,-12.7%,i,2.1%,-2.9%,18.3%,2.2%,2.0,-0.9%,
C/C(=C\C(=O)Nc1cc(C)on1)c1ccccc1,6.0,-6.4%,i,-7.3%,-1.5%,4.7%,4.3%,0.0,4.5%,
COc1ccc(OC)c(CN2CCN(c3ccccc3OC)CC2)c1,51.0*,·,i,-12.6%,·,3.8%,-7.2%,13.0,0.2%,

# Ordered by length of the SMILES (largest number first): some entries from above
SMILES,MK inhibit,HPDE-C7 cytotoxicity,Spn DPM-DC inh,Bfl-1 inhibitors,KRASV12 cytotoxicity,Alkaline phosphatase,HT1080 cytotoxicity,Spn PMK inh,LYP inhibition,others
COc1cc(C(=O)N2CCC(NC(=O)C(Cc3ccccc3C)NC(C)=O)CC2)cc(OC)c1OC (stereo not drawn),6.0,5.3%,i,-1.4%,-6.1%,18.6%,18.7%,12.0,12.2%,
CCN1CCN(Cc2nc3c(c(=O)n(C)c(=O)n3C)n2CCCc2ccccc2)CC1,12.0,-1.1%,i,3.2%,7.1%,6.4%,9.3%,0.0,·,
COc1ccc(-c2cc(C(F)(F)F)n3nc(C(=O)O)nc3n2)cc1,9.0,-4.9%,i,6.5%,-14.4%,9.5%,-4.1%,16.0,2.1%,
Cc1cccc(N2CCN(C(=O)CCCOc3ccccc3)CC2)c1C,8.0,-1.9%,i,0.5%,6.6%,8.6%,-5.3%,0.0,6.2%,
O=C(CC1Nc2ccccc2NC1=O)NCC1COc2ccccc2O1 (stereo not drawn),0.0,-11.5%,i,2.7%,-17.1%,-1.5%,-4.0%,12.0,9.6%,
COc1ccc(OC)c(CN2CCN(c3ccccc3OC)CC2)c1,51.0*,·,i,-12.6%,·,3.8%,-7.2%,13.0,0.2%,
Clc1ccc(Cn2ncc3c(N4CCOCC4)ncnc32)cc1,5.0,-4.6%,i,-6.7%,-24.2%,-3.6%,9.5%,6.0,1.1%,
C/C(=C\C(=O)Nc1cc(C)on1)c1ccccc1,6.0,-6.4%,i,-7.3%,-1.5%,4.7%,4.3%,0.0,4.5%,
Fc1ccccc1CSc1nc2ncccc2[nH]1,0.0,-12.7%,i,2.1%,-2.9%,18.3%,2.2%,2.0,-0.9%,
NC(=O)Cn1cnc(-c2ccccc2)c1,8.0,-11.7%,i,-2.9%,-10.6%,3.1%,-1.8%,1.0,5.9%,

# Next results follow:
SMILES,MK inhibit,HPDE-C7 cytotoxicity,Spn DPM-DC inh,Bfl-1 inhibitors,KRASV12 cytotoxicity,Alkaline phosphatase,HT1080 cytotoxicity,Spn PMK inh,LYP inhibition,others
COc1ccc(C2C(C(=O)Nc3ccccc3OC)=C(C)Nc3ncnn32)cc1 (stereo not drawn),7.0,-11.9%,i,-0.1%,-6.4%,4.8%,4.7%,8.0,9.5%,
CN(c1ccc(C(=O)O)cc1)S(=O)(=O)c1ccccc1,9.0,-0.5%,i,-4.3%,2.2%,7.9%,-15.0%,10.0,6.1%,
O=C(Nc1ccc(F)cc1)N(Cc1ccco1)Cc1cc2cc3c(cc2[nH]c1=O)OCO3,6.0,-34.0%,·,-11.7%,-16.8%,10.7%,-5.7%,21.0,8.7%,Spn PMK inh pilot replicates=6.5;MK inhibit pilot replicates=0.0
CC(=O)Oc1ccc2c(C)c(CC(C)O)c(=O)oc2c1 (stereo not drawn),10.0,-3.7%,·,2.6%,5.6%,12.7%,10.1%,13.0,·,
O=C(CN1C(=O)C2CC=CCC2C1=O)Nc1ccc(S(=O)(=O)NC2=NCCCCC2)cc1 (stereo not drawn),4.0,-9.9%,i,2.8%,-16.4%,-10.6%,-4.5%,0.0,9.1%,
O=C(O)c1ccc2c(c1)C(=O)N(C(Cc1ccccc1)C(=O)O)C2=O (stereo not drawn),7.0,-16.3%,i,5.7%,-20.5%,11.5%,-2.0%,1.0,5.8%,
COc1ccc(NC(=O)CN2C(=O)C(C)Oc3ccccc32)cc1 (stereo not drawn),0.0,-15.1%,i,-3.7%,-2.7%,1.5%,-0.7%,19.0,·,
N#CCCN(CCC#N)c1nncs1,6.0,3.5%,i,-9.6%,1.1%,7.3%,-3.7%,5.0,·,
COc1ccc(NC(=O)CSc2nnc(-c3ccccc3)n2Cc2ccco2)c(OC)c1,11.0,-6.4%,i,-3.9%,-5.5%,5.8%,-0.3%,6.0,-10.0%,
O=C(Nc1ccc(S(=O)(=O)N2CCCC2)cc1Cl)C1=COCCO1,8.0,-5.7%,i,5.7%,-15.6%,7.0%,10.7%,14.0,6.5%,
COc1ccc(N(CC(=O)N2CCC(C)CC2)S(=O)(=O)c2c(C)nn(C)c2C)cc1,8.0,-5.9%,i,5.1%,4.6%,0.6%,-9.2%,9.0,1.4%,
CCOC(=O)Cc1nnc(NC(=O)c2cccc(OCC)c2)s1,5.0,-15.9%,i,-3.8%,-12.6%,2.0%,-9.3%,12.0,·,
O=C(NCc1ccco1)C1CCN(C(=O)c2cc3sccc3n2Cc2ccc(Cl)cc2)CC1,6.0,26.1%,i,-3.6%,12.0%,-2.3%,-4.8%,9.0,8.5%,
CNC(=O)CSc1nc2c(c(=O)n(C)c(=O)n2C)n1Cc1ccc(C)cc1,4.0,-9.2%,i,-3.8%,-7.8%,9.5%,-3.9%,13.0,9.9%,Spn PMK inh pilot replicates=1.0;MK inhibit pilot replicates=0.5;Spn DPM-DC inh pilot screen %=0.0
O=C(NCC1CCCO1)C1CCCN(Cc2cnn(-c3ccccc3)c2-n2cccc2)C1 (stereo not drawn),0.0,-13.1%,i,-1.6%,-13.0%,13.1%,7.0%,10.0,10.1%,Spn PMK inh pilot replicates=0.0;MK inhibit pilot replicates=0.0;Spn DPM-DC inh pilot screen %=0.0
Cc1csc(NC(=O)CSc2nnc3ncccn23)n1,10.0,4.7%,i,5.6%,4.0%,10.3%,-18.9%,10.0,9.6%,
CCCc1ccc(-c2ccc(C(=O)O)cc2)nc1,5.0,-22.7%,i,1.0%,-12.0%,-0.7%,0.0%,14.0,3.0%,
Cc1onc(-c2ccccc2)c1C(=O)Nc1nc2c(s1)CCCC2,6.0,-23.7%,i,0.7%,-25.0%,1.1%,3.4%,4.0,-1.0%,
CCOC(=O)c1cnn(-c2cc(C)c3cc(C)cc(C)c3n2)c1N,1.0,2.9%,i,-3.6%,4.2%,17.0%,-6.8%,0.0,14.5%,Spn PMK inh pilot replicates=2.5;MK inhibit pilot replicates=1.0;Spn DPM-DC inh pilot screen %=2.5
O=C(CSc1nc2ccccc2o1)N1CCN(C(=O)c2ccco2)CC1,7.0,-4.0%,i,-2.7%,-10.9%,3.2%,-5.3%,9.0,-3.1%,Spn PMK inh pilot replicates=0.0;MK inhibit pilot replicates=0.0;Spn DPM-DC inh pilot screen %=0.0
Cn1c(C(=O)NCC2CCCO2)cc2oc3ccccc3c21 (stereo not drawn),0.0,·,i,-5.7%,·,9.2%,-0.1%,19.0,6.7%,
O=C(NCc1ccc(F)cc1Cl)C1CCN(S(=O)(=O)N2CCC3(CC2)OCCO3)CC1,0.0,-12.1%,i,5.5%,-4.7%,13.7%,-4.3%,8.0,-3.2%,
O=C(c1cccc(C(=O)N2CCN(c3ccccc3F)CC2)n1)N1CCN(c2ccccc2F)CC1,7.0,14.2%,i,-3.9%,11.0%,10.6%,-3.2%,14.0,17.9%,
Cc1ccccc1CS(=O)(=O)c1nnc([C@H](CC(C)C)NC(=O)OC(C)(C)C)o1,9.0,8.56µM*,i,8.1%,11.9µM*,12.5%,6.0%,16.0,0.4%,
CCCCn1c(=O)c2c(c3ccccc31)OCC(=O)N2,10.0,-5.3%,i,-6.0%,-13.2%,-2.8%,10.3%,11.0,5.4%,
CCOC(=O)N1CCN(CC(=O)Nc2ccc(C)cc2)CC1,7.0,-15.7%,i,-0.9%,-7.1%,6.9%,·,0.0,6.9%,
CSc1nc2c(c(=O)n1C)SC(C)C2 (stereo not drawn),3.0,6.2%,i,-6.0%,15.2%,22.1%,8.3%,0.0,3.4%,Spn PMK inh pilot replicates=0.0;MK inhibit pilot replicates=1.0;Spn DPM-DC inh pilot screen %=0.5
CC(C)(C)NC(=O)COc1ccc(CNn2nnnc2N)cc1,15.0,-4.2%,i,-4.6%,3.2%,10.8%,-2.8%,0.0,·,
CCOc1cccc(C(=O)Nc2ccc(N(CC)CC)cc2)c1,6.0,79.8%*,i,-3.4%,87.5%*,12.2%,11.4%,9.0,7.4%,
COc1ccc(O)c(-c2cc(-c3cccc(Br)c3)n[nH]2)c1,10.0,8.85µM*,i,2.1%,4.73µM*,2.7%,10.1%,0.0,4.2%,

# Bioassay records: PubChem BioAssay, several laboratories
